Assay outcomes: PubChem, NCI
Growth percent in the NCI-60 one-dose screen (48 h, 10 µM unless noted): 100 = growth as untreated, 0 = no growth, -100 = all killed.
T-47D: T-47D breast cancer; 5% of 79,000 active; AID 1794792
MDA-MB-468: MDA-MB-468 breast cancer. 8.5% of 78,000 active
MDA-MB-231: MDA-MB-231 breast cancer; 5% of 81,000 active; AID 1794789
SK-MEL-28: SK-MEL-28 melanoma; 4.1% of 81,000 active; AID 1794761
MCF7: MCF7 breast cancer | 6.3% of 82,000 active
HS 578T: HS 578T breast cancer; 4.1% of 78,000 active
LOX IMVI: LOX IMVI melanoma | 7.4% of 79,000 active | AID 1794757
BT-549: BT-549 breast cancer | 4.4% of 78,000 active | AID 1794793
An asterisk follows results filed as active; x = no result given; & = joins results of further samples; [ ] = dose if it differs, or a comment. Rule for the calls: active = growth percent below 10; inactive = the rest.

SMILES	T-47D	MDA-MB-468	MDA-MB-231	SK-MEL-28	MCF7	HS 578T	LOX IMVI	BT-549
Cc1c(/C=C2\Cc3ccc(Cl)cc3C2=O)c(=O)n(-c2ccccc2)n1C	85	85	90	107	88	110	93	88
Cc1[nH]c(C2CC(c3ccc(C(F)(F)F)c(F)c3)=NN2c2ccc(Cl)cc2)c(C)c1C(=O)NCC(F)(F)F (stereo not drawn)	78	97	82	107	68	82	91	97
CC(C)OC(=O)CCC/C=C\C[C@@H]1[C@@H](/C=C/C(O)COc2cccc(C(F)(F)F)c2)[C@H](O)C[C@@H]1O (stereo partly drawn)	106	115	114	116	100	117	102	103
N#Cc1c(-c2ccc(Cl)cc2)nc(SCCCCCC(=O)NO)[nH]c1=O	91	102	105	107	108	112	93	103
CCNc1nc(C(F)(F)F)nc2c1sc(=S)n2-c1ccccc1	74	82	85	112	96	107	89	95
CCOC(=O)c1c(NC(=O)c2cccc(C(F)(F)F)c2)sc2cc(N3CCCC3)ccc12	97	84	93	105	74	94	104	100
Cn1ccnc1C(=O)/C=C/c1ccc(CC(=O)Nc2ccc(Cl)cc2)cc1	2.1*	-15*	7.8*	71	25	8.2*	13	18
O=C(N/N=C/c1cccc(O)c1)c1ccccc1Nc1cccc(C(F)(F)F)c1	52	27	74	97	73	92	67	67
N[C@@H](CCC(=O)NO)C(=O)O	102[20 µM]	100[20 µM]	104[20 µM]	112[20 µM]	98[20 µM]	117[20 µM]	98[20 µM]	101[20 µM]
CCCOc1ccc(N2CCN(c3ncnc4c3ncn4Cc3nnc4c5ccccc5c(Cl)nn34)CC2)cc1	78	56	80	91	82	78	84	70
CCN(CC)CCOc1ccc2c(c1)O/C(=C\c1ccccc1OC)C2=O	96	88	88	99	94	x	95	85
O=C1/C(=C/C=C/c2ccco2)SC(=S)N1CCc1ccccc1	89	12	88	93	43	101	112	87
O=CC(=O)C(C(=O)O)[N+](=O)[O-] (stereo not drawn)	94	110	93	107	100	102	95	111
O=S(=O)(O)c1ccccc1/C=N\NC(=S)N/N=C/c1ccccc1S(=O)(=O)O	103	119	92	111	103	x	101	93
Cc1cc2ccccc2c[n+]1CCc1ccccc1	66	11	85	95	60	99	81	62
Cc1ccccc1Cn1cc(CSc2nc3ccccc3o2)nn1	97	132	111	104	101	105	97	111
Clc1nc(Cl)nc(-c2cccn2-c2ccccc2)n1	97	120	109	108	98	113	99	x
NC(=O)N/N=C/c1ccc2c(c1)OCO2	106	109	105	109	100	115	96	110
COc1ccc(C(=O)CSc2nc(-c3ccc(Cl)cc3)c(C#N)c(=O)[nH]2)cc1	100	108	109	108	92	100	96	106
COc1ccc(C2=NN(C(N)=S)C(c3ccc(Cl)cc3)C2)cc1S(=O)(=O)NNC(=O)c1ccncc1 (stereo not drawn)	101	112	111	113	100	96	102	114
OCC(O)C(O)C(O)c1cnn(-c2ccccc2)n1 (stereo not drawn)	86&102	94&101	98&111	101&117	97&98	104&109	99&106	96&103
CC[C@H](C)[C@@H](C(=O)OC)n1cc(CNC(=O)[C@H](Cc2ccccc2)NC(=O)OCc2ccccc2)nn1	92	114	101	107	91	93	98	95
O=C(CSc1nc(-c2ccc(Cl)cc2)cn1-c1ccc(Cl)cc1)c1ccc(Br)cc1	70	81	60	87	84	63	73	94
C=C1SC(=Nc2c(C)cccc2C)N(c2nc(Cl)nc(Cl)n2)C12CCCCC2	101	101	115	104	103	113	104	92
COc1ccc(C2CC(c3ccc4c(c3)OCO4)=NN2C=O)cc1 (stereo not drawn)	99	93	84	107	99	115	95	89
C[C@@H](C[C@H](CCO)c1ccccc1)c1csc2ccccc12	84	x	92	101	104	90	95	99
CC1CNC2(CCCCC2)O1 (stereo not drawn)	85	81	96	102	92	120	99	92
Cc1cc2c(C(C)C)c(O)c(O)c(C=NCc3ccoc3)c2c(O)c1-c1c(C)cc2c(C(C)C)c(O)c(O)c(C=NCc3ccco3)c2c1O	33	61	32	70	22	45	37	x
O=C(O)C(c1ccccc1)N1CCOCC1 (stereo not drawn)	109	106	107	120	101	110	99	x
c1csc(-c2cn3ccnc3c(-c3ccc4c(c3)ncn4C3CCCCC3)n2)c1	63	72	93	112	66	118	99	113
O=C(N/N=C/c1ccccc1S(=O)(=O)O)C(=O)N/N=C/c1ccccc1S(=O)(=O)O	94	115	102	104	96	x	94	104
CC1(C)N=C(Oc2cc(Cl)cc(Cl)c2)NC(=S)N1	x	102	x	109	97	98	108	130
CC(=O)Nc1ccccc1C(F)(F)F	95	x	106	114	100	106	91	92
Cc1ccc(-c2cc3nc4oc(-c5ccccc5)nc4c(=O)n3[nH]2)cc1	90	96	98	101	89	103	106	100
CSc1nc2[nH]cnc(=S)c2[nH]1	104	108	95	111	98	131	97	131
Cn1c2ccccc2c2c3[nH]c(=O)[nH]c(=O)c3c3c4ccccc4n(C)c3c21	43	32	46	27	33	-7.3*	23	40
N#CC1=C(c2cccs2)Nc2c(c(-c3ccccc3)nn2-c2ccccc2)C12C(=O)Nc1ccccc12 (stereo not drawn)	17	-9.7*	34	15	31	4.6*	62	-42*
CC(C)CCCC(C)[C@H]1CCC2C3CC=C4C[C@@H](O)CC[C@]4(C)C3CC[C@@]21C (stereo partly drawn)	96	107	97	112	105	97	93	110
CC1=C([Se]CC(OC(=O)CC[Se]c2ccccc2)C(=O)NCCCCCC(=O)OCc2ccccc2)C(=O)c2ccccc2C1=O (stereo not drawn)	56	-7.6*	32	22	30	-13*	10	40
CCOc1ccc(-c2nonc2-[n+]2noc(=O)[nH]2)cc1	107	102	103	102	97	102	101	118
COc1ccc(OC)c(NC(=O)c2cc3oc4ccccc4c3cc2O)c1	74	97	100	101	83	85	109	89
COc1ccc(C2N=C3C(c4ccccc4)=NOC3C(=O)N2)cc1 (stereo not drawn)	103	100	115	114	101	108	107	105
Cc1cc(Br)ccc1N	97	x	99	112	101	104	94	113
O=C(NNC(=O)c1ccc(-n2cc(-c3ccccc3)nn2)cc1)Nc1ccc(Cl)cc1	104	106	109	109	96	98	98	100
CC1CN(CC(O)c2ccc(Br)cc2)CCO1 (stereo not drawn)	107	115	123	119	105	x	107	106
COc1cc(C2=Nc3c/c(=C\c4c(O)[nH]c5ccccc45)ccc3=N2)cc(OC)c1OC	52	x	55	58	73	73	71	82
c1ccc2c3c([nH]c2c1)C1CC2CCCCC2CN1CC3 (stereo not drawn)	92	98	96	93	82	x	98	104
Nc1c2c(=O)[nH]c(O)cc2nn1-c1ccccc1	90	96	99	108	101	115	105	107

Some values from the entries so far:
BT-549, CC1CN(CC(O)c2ccc(Br)cc2)CCO1 (stereo not drawn) : 106
SK-MEL-28, CC(C)CCCC(C)[C@H]1CCC2C3CC=C4C[C@@H](O)CC[C@]4(C)C3CC[C@@]21C (stereo partly drawn) : 112

Next section.
SMILES	T-47D	MDA-MB-468	MDA-MB-231	SK-MEL-28	MCF7	HS 578T	LOX IMVI	BT-549
COc1ccccc1/C=C1\Oc2ccc(O)c(-c3ccccc3)c2C1=O	x	109	83	105	92	117	81	96
Brc1cccc(/C=N/Nc2nc(N/N=C/c3cccc(Br)c3)nc(N3CCCCC3)n2)c1	88	90	108	99	80	121	106	113
O=C1c2ccccc2C(=O)c2cc(SC(=S)N3CCCC3)ccc21	81	69	78	107	30	99	98	104
Cc1ccc(C(O)C2=CC(=O)c3ccccc3C2=O)cc1 (stereo not drawn)	77	97	71	112	87	104	x	63
CC1SC(c2ccc(Cl)cc2)N(NC(=O)c2[nH]c3ccc(F)cc3c2-c2ccccc2)C1=O (stereo not drawn)	64	76	85	97	62	92	80	94
COc1ccc(OCC(=O)Nc2ccc(-c3nc4ccccc4s3)cc2C)cc1	30	7.4*	86	107	30	88	89	92
CN=C1N[N+]2=CCCCC2(C)S1 (stereo not drawn)	88	97	109	105	88	116	112	98
Clc1cccc(Cl)c1CSc1nc2ccccc2n2cccc12	25	19	98	103	17	113	96	99
c1cnc2scc(Nc3ncnc4c3sc3ncccc34)c2c1	106	99	95	108	102	86	96	100
C=CN1C(=O)NC2(CCCCC2)C1=O	104	104	103	111	102	112	104	107
CCOc1ccccc1CNCC(=O)N(CC(=O)N(CC(N)=O)Cc1ccccc1C)Cc1ccc(C(C)(C)C)cc1	85	47	84	98	88	70	90	73
Cc1nc(C)c(C(=O)O)cc1C(=O)O	122	109	108	112	109	124	96	x
Cc1nn(-c2ccccc2)c(N2CCCCC2)c1/C=N/Nc1nc(-c2ccc(Cl)c(Cl)c2)cs1	81	92	73	91	81	104	x	97
O=c1[nH]c2ccc(Cl)cc2cc1CSc1ccccc1Nc1nccc(-c2ccc(Cl)cc2)n1	85	93	94	106	70	91	98	113
O=C(CN1CCOCC1)Nc1ccc(S(=O)(=O)c2ccc(NC(=O)CN3CCOCC3)cc2)cc1	99	103	125	121	113	100	94	108
COc1cc2cc(Oc3ccc(NC(=O)Nc4ccc(Cl)c(Cl)c4)cc3)c(C)nc2cc1OC	61	-17*	48	45	14	45	23	28
CCOC(=O)n1cc(-c2nonc2-c2cn(C)c3ccc(Br)cc23)c2cc(F)ccc21	56	82	81	105	61	78	70	100
NS(=O)(=O)c1cc(Cl)ccc1Cl	94	107	106	108	91	103	98	92
C=CCOc1ccc(C#N)cc1	100	106	94	94	94	116	82	90
CCc1cc2c(cc1Cl)nc1c(=O)[nH]c(=O)nc-1n2CCOCC(C)(C)C	81	44	67	97	58	101	72	95
COc1ccc2cc(-c3ccnc4c(N=Nc5ccccc5)c(N)nn34)ccc2c1	71	83	106	111	97	103	97	104
Cn1cc(-c2nc(-c3cn(C)c4ncccc34)cs2)c2cc(F)ccc21	48	-8.5*	47	51	20	76	x	49
O=C1CSC(c2ccccc2Cl)N1Cc1ccccc1 (stereo not drawn)	96	91	91	110	x	103	95	103
C=CCC(CCC(CC=C)C(=O)O)C(=O)O (stereo not drawn)	98	102	110	101	94	91	73	96

Looked up by compound from the list above:
SMILES	T-47D	MDA-MB-468	MDA-MB-231	SK-MEL-28	MCF7	HS 578T	LOX IMVI	BT-549
Cn1ccnc1C(=O)/C=C/c1ccc(CC(=O)Nc2ccc(Cl)cc2)cc1	2.1*	-15*	7.8*	71	25	8.2*	13	18
Brc1cccc(/C=N/Nc2nc(N/N=C/c3cccc(Br)c3)nc(N3CCCCC3)n2)c1	88	90	108	99	80	121	106	113
CC(C)OC(=O)CCC/C=C\C[C@@H]1[C@@H](/C=C/C(O)COc2cccc(C(F)(F)F)c2)[C@H](O)C[C@@H]1O (stereo partly drawn)	106	115	114	116	100	117	102	103
O=C(N/N=C/c1cccc(O)c1)c1ccccc1Nc1cccc(C(F)(F)F)c1	52	27	74	97	73	92	67	67
COc1ccc(C(=O)CSc2nc(-c3ccc(Cl)cc3)c(C#N)c(=O)[nH]2)cc1	100	108	109	108	92	100	96	106
CC1(C)N=C(Oc2cc(Cl)cc(Cl)c2)NC(=S)N1	x	102	x	109	97	98	108	130

Going on with the list.
SMILES	T-47D	MDA-MB-468	MDA-MB-231	SK-MEL-28	MCF7	HS 578T	LOX IMVI	BT-549
OC(COc1ccc(Cl)cc1)CN1CCCC1 (stereo not drawn)	107	x	94	108	93	124	89	95
CCC(C)C(CC)C(N)=O (stereo not drawn)	99&99	100&99	111&102	110&111	99&103	93&130	102&105	91&106
O=C1/C(=C/c2ccc3c(c2)OCO3)SC(=S)N1CCc1ccc(O)cc1	59	68	91	104	112	97	91	97
CCCCCCCC(=O)c1ccccc1	94	100	103	103	100	89	107	101
CCOC(=O)C(C(=O)OCC)C(c1ccccc1)N1CCN(c2ccccc2)CC1 (stereo not drawn)	99&108	103&108	125&109	111&109	98&98	104&103	98&103	104&103
CC(C)(C)c1ccc(S(=O)(=O)Oc2ccc(NC(=O)c3ccc4ccccc4c3)cc2)cc1	54	38	61	81	67	64	66	72
C#Cc1cccc(NC(=O)C2CCN(C(=O)C=C)CC2)c1	94[8.25 µM]	105[8.25 µM]	102[8.25 µM]	82[8.25 µM]	96[8.25 µM]	112[8.25 µM]	x	113[8.25 µM]
O=C1C=C(c2ccccc2)C1(Cl)Cl	101	107	102	109	95	96	89	112
O=C(/C(=C/c1ccco1)Cc1nc2ccccc2[nH]1)c1nc2ccccc2[nH]1	107	97	108	113	100	111	98	104
O=C1C=CC(n2cc(F)c(=O)[nH]c2=O)O1 (stereo not drawn)	66	85	99	75	30	91	55	43
CCOC(=O)c1cc(C(=O)c2cc(OC)c(OC)c(OC)c2)n2nc(C)ccc12	94	37	46	70	22	56	31	48
CCOC(=O)c1ccc(N=C2NC(=O)/C(=C/N(C)C)S2)cc1	98	100	100	110	94	95	98	105
O=C1CCC2(CC1C1C=CCC1)OCCO2 (stereo not drawn)	90	x	121	111	97	112	99	106
Nc1[nH]c(=O)sc1N=Nc1cccc2c1C(=O)c1ccccc1C2=O	94	102	97	105	93	99	90	101
Cc1ccc(C(=O)CC(=O)C(F)(F)C(F)(F)C(F)(F)F)s1	108	102	92	110	105	105	104	103
O=C(O)Cn1cnc2c(=S)nc[nH]c21	108	x	102	120	106	119	104	105
O=C(CSc1ccc(Cl)cc1)Nc1ccc(-c2nc3ccccc3s2)cc1	78	53	98	109	57	107	98	91
CS(=O)(=O)c1nccc(-c2c(-c3ccc(OCc4ccccc4)cc3)nc3sccn23)n1	87	56	74	96	56	101	98	96
Cc1nn(-c2ccc(Cl)cc2)c2nc3[nH]c(=O)[nH]c(=O)c3nc12	102	107	87	106	93	91	86	98
O=[N+]([O-])c1ccc(N/N=C\c2ccc(O)c(S(=O)(=O)O)c2)nc1	100	112	103	114	102	94	103	103
N=C(N)c1ccc(-c2ccc(-c3ccc(Cl)c(Cl)c3)o2)cc1	64	-70*	-61*	60	-69*	71	-96*	90

Hits appear at their usual frequency (roughly 12% active in at least one column).
